Screening results (PubChem)
Sm TGR block – qHTS Assay for the Inhibitors of Schistosoma Mansoni Peroxiredoxins; Schistosoma mansoni thioredoxin glutathione reductase (TGR), Q962Y6; 360,000 compounds, 3% hits; purified TGR, DTNB reduction, TNB absorbance 405 nm; AID 485364, 2010; Potency, µM (doses to about 114 µM), for inactives: at the top dose activity change, negative = inhibition, actives largely listed as inhibitors; note: potency is the fitted concentration of half-maximal effect; % is set by controls: 0 for no effect and ±100 for the full control effect; nearly all actives have a fitted effect of over 60% in size
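First, TGR (20 nM dispensed) and NADPH were mixed with compound. Second, a 15 min room-temperature incubation followed. Third, further NADPH and then DTNB were added to start the reaction. Finally, TNB absorbance was monitored kinetically.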
Pf growth 48h – Primary qHTS for delayed death inhibitors of the malarial parasite plastid, 48 hour incubation | P. falciparum luciferase growth in erythrocytes, 48 h | Potency, µM (titrated, usually from 28.7 µM), inactives show top-dose activity change, negative = inhibition, hits mostly inhibitors | 310,000 compounds, 5.9% hits | AID 504832, 2011; note: potency is the fitted concentration of half-maximal effect; % is set by controls: 0 for no effect and ±100 for the full control effect
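Growth was read as firefly luciferase luminescence after a 48 h, 37 C, 5% CO2 exposure of compounds to reporter-bearing P. falciparum cultures (0.1% parasitemia, 2% hematocrit final) in Albumax-supplemented RPMI 1640.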
Giardia FBPA inh – qHTS Assay for Inhibitors of Fructose-1,6-bisphosphate Aldolase from Giardia Lamblia; A8B2U2; purified Giardia FBPA; Potency, µM (top dose mostly 59.6 µM), without a hit: top-dose activity, negative = inhibition, actives largely listed as inhibitors; 290,000 compounds, 0.71% hits; AID 2451, 2010; note: potency is the fitted concentration of half-maximal effect; % is set by controls: 0 for no effect and ±100 for the full control effect; nearly all actives have a fitted effect of over 55% in size
Target sequence (A8B2U2 whole entry, looked up): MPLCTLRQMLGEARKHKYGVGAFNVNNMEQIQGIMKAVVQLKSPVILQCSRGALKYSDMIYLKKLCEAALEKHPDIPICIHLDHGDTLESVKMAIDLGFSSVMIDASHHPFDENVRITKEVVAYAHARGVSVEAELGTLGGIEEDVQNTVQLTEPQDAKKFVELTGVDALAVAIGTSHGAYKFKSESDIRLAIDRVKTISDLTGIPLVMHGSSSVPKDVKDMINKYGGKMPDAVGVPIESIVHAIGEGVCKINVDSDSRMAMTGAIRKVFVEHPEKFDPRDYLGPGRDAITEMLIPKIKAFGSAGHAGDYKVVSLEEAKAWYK
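40 nM FBPA preincubated 10 min at RT with compound (up to 57.5 uM final), then substrate plus GAPDH/TPI/NAD/arsenate coupling and diaphorase/resazurin added. Fluorescence read after 20 min at RT, 525/598 nm.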
Pf growth 96h – Primary qHTS for delayed death inhibitors of the malarial parasite plastid, 96 hour incubation; P. falciparum luciferase reporter growth, 96 h; Potency, µM (top dose mostly 28.7 µM), for the others: at the highest dose activity change, negative = inhibition, actives largely listed as inhibitors; 320,000 compounds, 6.9% hits; AID 504834, 2011; note: potency is the fitted concentration of half-maximal effect; % is set by controls: 0 for no effect and ±100 for the full control effect
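Erythrocytes infected with luciferase-expressing P. falciparum were dispensed at 2% hematocrit and 0.05% parasitemia (final), then incubated with compounds 96 hours at 37 C in 5% CO2. Luminescence after detection reagent addition reported growth.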
CHX counter – Cycloheximide Counterscreen for Small Molecule Inhibitors of Shiga Toxin; 300,000 compounds, 12% hits; max response, %; cell reporter, cycloheximide protein synthesis inhibition counterscreen; in the data active = max response mostly above about 13%, no sharp cut-off; inactive = mostly below about 14%; note: read at 38.3 µM for the half of the compounds with a filed dose; 0% is about no effect
Shiga toxin inh – A qHTS for Small Molecule Inhibitors of Shiga Toxin. 290,000 compounds, 9.2% hits. inhibition, % at 38.7 µM. Vero cells, Shiga toxin protein synthesis inhibition reporter; in the data active = inhibition mostly above about 28%, no sharp cut-off; inactive = mostly below about 43%; note: 0% is about no effect
Active calls of the source: *; ? = inconclusive; . = no result given; [ ] = remark or other dose. Unless noted, calls come from the whole dose curve; as a rule, active = well fitted curve in the direction sought with a large enough effect; inconclusive = small, poorly fitted or top-dose-only effect, or another doubt; inactive = no such curve, though single readings can be large; an effect the other way counts as inactive or inconclusive.

SMILES | Sm TGR block | Pf growth 48h | Giardia FBPA inh | Pf growth 96h | CHX counter | Shiga toxin inh
COc1ccc(N2CCN(C(c3ccccc3OC)c3nnnn3Cc3ccco3)CC2)cc1 (stereo unspecified) | -8% | ? | -2% | ? | 8 | -22
COc1ccccc1N1CC(C(=O)OCc2nc(N)nc(Nc3ccccc3)n2)CC1=O (stereo unspecified) | -3% | -8% | . | 3% | . | .
O=C1CC(NS(=O)(=O)c2cccnc2)CN1c1ccccc1 (stereo unspecified) | -25% | -14% | . | 16% | . | .
CC(C)(C)NC(=O)COc1ccc2oc3c(c2c1)CCCC3 | 5% | ? | 3% | ? | 18* | 60
COc1ccc(S(=O)(=O)N2CCN(Cc3cccc(Cl)c3)CC2)cc1 | 5% | 0% | -3% | 6% | -4 | 3
Cc1ccc(Nc2cc(-n3nc(C)cc3C)ncn2)c(C)c1 | 0% | ? | -2% | 11% | -2 | 24
Fc1ccccc1OCCn1c(=S)[nH]c2ccccc21 | -4% | -15% | 22% | ? | 24* | 28*
CCc1nc(SCC#N)c(C#N)cc1C | . | 0% | 9% | 21% | 10 | 19
CCN(CC)S(=O)(=O)c1ccc(OC)c(NC(=O)C(C)Oc2ccc3c(C)cc(=O)oc3c2)c1 (stereo unspecified) | -2% | 1.9µM* | 3% | 9.3µM* | -2 | -10
O=C(NCc1ccc2c(c1)OCO2)C1(S(=O)(=O)c2ccccc2)CC1 | -32% | -5% | 0% | 4% | 1 | -12
Cc1cc(C)c(OCCCCN2CCNCC2)c(C)c1 | 2% | ? | ? | 3.3µM* | -3 | -7
CN1C(=O)[C@H]2[C@@H](c3ccc(F)cc3)N3C(=O)c4ccccc4NC(=O)[C@@]3(C)[C@H]2C1=O | 2% | 30%[activator] | -1% | 34%[activator] | 1 | -6
CNC(=O)C(=O)NCC1OCCN1S(=O)(=O)c1ccc([N+](=O)[O-])cc1 (stereo unspecified) | -14% | 3% | -6% | 30%[activator] | -6 | -4
Nc1nnc(Sc2ncccc2[N+](=O)[O-])s1 | ? | -4% | -3% | -24% | 6 | 13
C[C@]1(CC/C(=C/CO)CO)[C@H](CO)CC[C@@]23COC(=O)C2=CCC[C@@H]31 | 3% | -11% | . | 1% | . | .
COc1cccc(NC(=O)CN(C)S(=O)(=O)/C=C/c2ccccc2)c1 | -2% | ? | . | 16% | . | .
CCCCN(CC)CCNC(=O)CCNC(=O)Cn1ccc2ccccc2c1=O | 7% | -15% | 10% | 3% | -5 | -5
CCN1CCN(c2cc3nc(C)n(Cc4ccccc4)c(=O)c3cc2NC(=O)c2ccccc2F)CC1 | . | ? | 4% | 25% | -4 | -21
CC(C)CCn1nnnc1C(c1ccccc1F)N1CCC(C(N)=O)CC1 (stereo unspecified) | -23% | -21% | 7% | 153%[activator] | -7 | -20
CN1CCN(CC(=O)Nc2ccc(Oc3ccccc3)cc2)CC1 | 4% | ? | -6% | 31%[activator] | 6 | -9
COc1ccc(C2NN=C(c3c[nH]c4ccccc34)C2O)cc1 (stereo unspecified) | ? | ? | 2% | ? | 36* | 38*
Cc1ccc(C)c(C(C)NC(=S)NCc2ccc(F)cc2)c1 (stereo unspecified) | 8% | 3.3µM* | 7% | 33%[activator] | 7 | 9
CC1SC2(CN3CCC2CC3)NC1=O (stereo unspecified) | 5% | 19% | -2% | -13% | 12 | -13
COc1ccc(N=Nc2c(-c3ccc(OC)cc3)[nH]oc2=O)cc1 | -15% | 14% | 13µM* | 12% | -2 | -1
CCOC(=O)CCC(=O)N(CCN(C(=O)CCC(=O)OCC)c1ccccc1)c1ccccc1 | -16% | -25% | -1% | 9% | -2 | -9

An excerpt from above in order of molar mass, lowest first:
SMILES | Sm TGR block | Pf growth 48h | Giardia FBPA inh | Pf growth 96h | CHX counter | Shiga toxin inh
Nc1nnc(Sc2ncccc2[N+](=O)[O-])s1 | ? | -4% | -3% | -24% | 6 | 13
Fc1ccccc1OCCn1c(=S)[nH]c2ccccc21 | -4% | -15% | 22% | ? | 24* | 28*
Cc1ccc(Nc2cc(-n3nc(C)cc3C)ncn2)c(C)c1 | 0% | ? | -2% | 11% | -2 | 24
C[C@]1(CC/C(=C/CO)CO)[C@H](CO)CC[C@@]23COC(=O)C2=CCC[C@@H]31 | 3% | -11% | . | 1% | . | .
COc1ccc(N2CCN(C(c3ccccc3OC)c3nnnn3Cc3ccco3)CC2)cc1 (stereo unspecified) | -8% | ? | -2% | ? | 8 | -22

Compound profiles, as listed above:
Results for COc1cccc(NC(=O)CN(C)S(=O)(=O)/C=C/c2ccccc2)c1 = Sm TGR block = -2%; Pf growth 48h = ?; Giardia FBPA inh = .; Pf growth 96h = 16%; CHX counter = .; Shiga toxin inh = .
Results for COc1ccc(N=Nc2c(-c3ccc(OC)cc3)[nH]oc2=O)cc1 = Sm TGR block = -15%; Pf growth 48h = 14%; Giardia FBPA inh = 13µM*; Pf growth 96h = 12%; CHX counter = -2; Shiga toxin inh = -1

(listing goes on)
SMILES | Sm TGR block | Pf growth 48h | Giardia FBPA inh | Pf growth 96h | CHX counter | Shiga toxin inh
CN1CCN(c2ccc([N+](=O)[O-])cc2NC(=O)c2ccccc2Cl)CC1 | -4% | 12µM* | . | ? | 6 | 15
O=C(O)c1ccc2c(c1)NC(=O)C(N1CCCC1)S2 (stereo unspecified) | -22% | -2% | -2% | ? | 7 | 3
COc1cccc(C(=O)NCC2CCN(c3ccc(S(=O)(=O)N4CCOCC4)cc3)CC2)c1 | -11% | 12µM* | -2% | 5.2µM* | 0 | -23
Cc1cccc(C(CC(=O)O)n2cccc2)c1 (stereo unspecified) | -11% | 2% | -2% | . | -2 | -12
COc1ccc(S(=O)(=O)N2CCCCC2)cc1C(=O)N1CCCC1 | 3% | -7% | . | 2.3µM* | -5 | 13
CC(=O)c1cccc(NC(=O)CSc2nnc(C(C)N(C)C)n2-c2ccc(F)cc2)c1 (stereo unspecified) | 18% | -8% | -5% | 9% | -1 | -4
COc1ccccc1C1NC(=O)c2ccccc2O1 (stereo unspecified) | 2% | 10% | 5% | ? | -2 | -4
CCOC(=O)c1cccc(NC(=O)C2CCCN2S(=O)(=O)c2cccc3cccnc23)c1 (stereo unspecified) | -5% | . | -4% | ? | -4 | -10
CCOc1ncccc1C(=O)NC(C)CCc1ccccc1 (stereo unspecified) | 11% | -7%[0.00184 µM] | 13% | 2% | -4 | -11
CCOC(=O)c1cc2ccc(OC)c(OC)c2c(=O)s1 | 6% | 25% | 2% | 0% | 22 | 29
Cc1ccc(/C=C2\C(=O)NC(=S)N(c3ccc(F)cc3)C2=O)s1 | ? | 114%[activator] | 0% | 49%[activator] | -13 | 22
O=C(CSc1nnc(SCc2ccc(Cl)cc2)s1)N/N=C/c1ccccc1Cl | -2% | 65%[activator] | -27% | ? | 12* | -11
CC(=O)Nc1ccc(S(=O)(=O)NC2CCCCCC2)cc1 | -8% | 1% | 12% | -10% | -2 | -5
O=C(CN1C(=O)CCOc2ccccc21)Nc1ccc(Cl)c(S(=O)(=O)N2CCOCC2)c1 | -2% | ? | . | ? | . | .
COc1ccc2[nH]cc(CCN3C(=O)CCC3=O)c2c1 | 0% | . | 0% | 37%[activator] | -4 | -17
COc1ccc(Cc2nnc(NC(C)=O)s2)cc1 | 0% | 25% | 4% | ? | 11 | 29
CCC1CCCCN1S(=O)(=O)c1ccc(-n2cnnn2)c(C)c1 (stereo unspecified) | -13% | 2% | -4% | -3% | -3 | -3
CCCCCn1c(=O)[nH]c2cc(C(=O)NCCN3C(C)CCCC3C)ccc2c1=O (stereo unspecified) | 3% | ? | 1% | ? | 8 | -6
CCCN(CC1CC1)C(=S)Nc1ccccc1F | 0% | 19% | -3% | -4% | -3 | -2
CCN1C=C(C(=O)OC)C(c2cccc(OC)c2OC)C(C(=O)OC)=C1 | 1% | ? | 3% | 37%[activator] | -2 | -7
CCN(CC)c1ccc(NC(=O)Nc2ccccc2C(F)(F)F)cc1 | -24% | ? | ? | 33%[activator] | 24 | 42*
COc1ccccc1C(=O)N1CCN(S(=O)(=O)Cc2ccccc2)CC1 | -7% | -4% | 1% | -9% | 2 | -6
COc1ccc(NC(=S)NC2CC3CCCC(C2)N3C2CC2)cc1 (stereo unspecified) | . | -22% | 0% | 17% | 3 | 25
CC1CC(C)CN(C(=O)c2cn(C)c3ccc(S(=O)(=O)N(C)C)cc3c2=O)C1 (stereo unspecified) | 1% | . | -3% | 1% | -3 | -2
CN1CCN(c2nc(-c3ccc(Cl)cc3)nc3ccccc23)CC1 | 10% | 1% | -3% | ? | 2 | -5
(list continues)
SMILES | Sm TGR block | Pf growth 48h | Giardia FBPA inh | Pf growth 96h | CHX counter | Shiga toxin inh
COc1ccc(CCNC(=O)C(=O)NCC2CCNCC2)cc1OC | 10% | 7% | -1% | 59%[activator] | -2 | 9
COc1ccc(NC(=S)N(CCN(C)C)C(C)c2ccncc2)cc1Cl (stereo unspecified) | -19% | ? | -1% | ? | -2 | -2
Cc1ccc(C(=O)NCC(=O)OCn2nnc3ccccc3c2=O)cc1 | -11% | 6% | . | ? | . | .
COc1ccc(/C=C/C(=O)OCC(=O)NCc2cccs2)cc1OC | -5% | 10% | 10% | 42%[activator] | -3 | -16
Cc1ccnc(NS(=O)(=O)Cc2ccccc2)c1 | 8% | 36%[activator] | -4% | -22% | 10 | 2
CCN1C(=O)[C@H]2[C@@H](c3ccc(-c4ccccc4)cc3)N[C@@](Cc3ccccc3)(C(=O)OC)[C@H]2C1=O | 0% | 10µM* | . | ? | . | .
Cc1ccc(CN(C)C(=O)c2ccc(NS(=O)(=O)c3ccc4[nH]c(=O)[nH]c4c3)cc2)cc1 | 0% | ? | . | -2% | . | .
O=C(NCCc1ccccc1Cl)C1CCC(=O)N(CC2CCCCC2)C1 (stereo unspecified) | 5% | -9% | 6% | 13µM* | 11 | -7
CCOc1cccc(C(=O)NC(c2ccccc2)C(C)C)c1 (stereo unspecified) | . | ? | 2% | -19% | -2 | 5
Clc1ncc2[nH]cnc2n1 | 2% | -6% | -5% | 6% | -2 | -11
CC(=O)Nc1cccc(NS(=O)(=O)c2ccccc2[N+](=O)[O-])c1 | 6%[57.1 µM] | 25% | 1% | 7% | 1 | -19
CCOc1ccccc1N(C)S(=O)(=O)c1ccc2c(c1)CCN2C(=O)CCC(=O)O | -6% | -33%[0.00184 µM] | 3% | 25% | -3 | -5
COC(=O)c1ccc(CN2CCCC(C(=O)Nc3cccc(-n4cccn4)c3)C2)cc1 (stereo unspecified) | 4% | ? | . | 27% | -5 | 13
CN1CC(=O)N(CC(=O)Nc2ccc(SC(F)F)cc2)C1=O | 5% | 18% | 0% | 40%[activator] | 5 | -4
Cc1cc2c3c(c1C)C1(C(=O)N3C(C)(C)CC2C)C(C#N)=C(N)OC2=C1C(=O)CC(C)(C)C2 (stereo unspecified) | 8% | 13µM* | 4% | 9.3µM* | -2 | 16
COCCNS(=O)(=O)c1ccc(C)c(C)c1C | -2% | 0% | -3% | -1% | -3 | 47
Cc1ccc(S(=O)(=O)NN=C2CCN(Cc3ccccc3)CC2)cc1 | -17% | 3% | -1% | 2% | -3 | 12
O=C(CNC(=O)c1ccccc1Br)N/N=C/c1cccnc1 | 5% | 20% | 12% | 20% | -1 | 22
CCCc1cc(C(F)(F)F)c(C#N)c(=O)[nH]1 | 3% | 6% | 0% | . | -2 | -9
CCCCNC(=O)c1ccc2nc(-c3ccco3)c(-c3ccco3)nc2c1 | 7.9µM* | -13% | ? | 13% | -2 | 15
COc1ccc(-n2c(SCC(=O)N3CCOCC3)nnc2C(C)N2CCCCC2)cc1 (stereo unspecified) | 0% | -7% | 0% | -3% | -4 | 26
CNC(C)C#Cc1ccc2c(=O)c3c(OC)cccc3oc2c1 (stereo unspecified) | ? | ? | -2% | ? | 37* | 46*
